Dyrk1A ADPGlo: blocks rat Dyrk1A kinase activity | Q63470 | ADP-Glo luminescence, NFATc1 peptide | inhibition, % at 12.5 µM | actives 0.43% (n = 310,000) | AID 504441; in the data active = inhibition above about 50%;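 also: plate controls were vehicle with enzyme for no effect and no enzyme for full effect; many of its hits are not listed in these tables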
KCNK3 inh: human KCNK3 channel inhibition, primary screen | O14649 | CHO-KCNK3 thallium flux, FluxOR fluorescence; hits give low values | B-score at 10 µM | actives 0.84% (n = 340,000) | AID 602410;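 active = B-score under library mean minus 4 SD, starting fluorescence ratio at most library mean plus 5 SD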;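 also: more negative B-score means stronger inhibition of thallium flux through KCNK3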
Target sequence (O14649 whole entry, looked up): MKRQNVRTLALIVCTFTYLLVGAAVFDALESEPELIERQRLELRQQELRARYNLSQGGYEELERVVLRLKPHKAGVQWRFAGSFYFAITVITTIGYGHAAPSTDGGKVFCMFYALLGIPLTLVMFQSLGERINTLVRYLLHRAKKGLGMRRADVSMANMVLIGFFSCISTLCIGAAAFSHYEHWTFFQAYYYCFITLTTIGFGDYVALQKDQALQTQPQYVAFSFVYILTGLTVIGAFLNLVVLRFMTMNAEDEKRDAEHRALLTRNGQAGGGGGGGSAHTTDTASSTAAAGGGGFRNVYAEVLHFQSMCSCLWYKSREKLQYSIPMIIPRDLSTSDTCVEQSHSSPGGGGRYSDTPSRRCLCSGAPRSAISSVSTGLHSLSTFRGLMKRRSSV
GSK3A inh: blocks human GSK-3 alpha kinase | P49840 | ADP-Glo luminescence, 60 min | inhibition, % at 10 µM | actives 0.1% (n = 320,000);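 in the data active = inhibition above about 50%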;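 also: GST-tagged GSK-3 alpha with peptide substrate and 25 µM ATP; 0% = DMSO neutral wells and 100% = GW8510 positive control wells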
Target sequence (P49840 whole entry, looked up): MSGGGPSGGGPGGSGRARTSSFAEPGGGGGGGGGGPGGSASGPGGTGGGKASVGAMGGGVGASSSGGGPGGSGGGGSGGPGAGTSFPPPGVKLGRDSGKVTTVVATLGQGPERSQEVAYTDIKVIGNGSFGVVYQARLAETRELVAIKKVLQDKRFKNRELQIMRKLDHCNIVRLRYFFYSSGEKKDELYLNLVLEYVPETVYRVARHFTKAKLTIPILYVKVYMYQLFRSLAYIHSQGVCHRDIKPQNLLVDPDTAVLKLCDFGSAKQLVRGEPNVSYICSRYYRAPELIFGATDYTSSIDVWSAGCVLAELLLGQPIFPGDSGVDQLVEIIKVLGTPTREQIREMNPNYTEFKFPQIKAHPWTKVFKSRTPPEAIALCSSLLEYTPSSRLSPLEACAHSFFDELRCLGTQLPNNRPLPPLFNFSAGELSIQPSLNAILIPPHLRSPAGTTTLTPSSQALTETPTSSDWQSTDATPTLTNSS
Numbers without * were called inactive; i = inactive; / = no result given. This is a subset, so the mix of outcomes need not match the whole.

SMILES | Dyrk1A ADPGlo | KCNK3 inh | GSK3A inh
COc1cccc(-c2noc(CCC(=O)N3CCN(c4cc(C)ccc4C)CC3)n2)c1 | -1 | i | /
COc1cc(C)ccc1Oc1ccc([N+](=O)[O-])cc1 | -2 | i | /
CCN1CCN(c2nc3ccccc3nc2C(C#N)C(=O)OC2CCCCC2)CC1 (stereo not given) | -4 | i | /
COC(=O)c1sc(NC(=O)c2ccc3c(c2)OCO3)c(C#N)c1C | 6 | i | /
O=S(=O)(c1ccc2c(c1)CCC2)N1CCNCC1 | -3 | i | /
CC(OC(=O)Cc1ccccc1F)C(=O)Nc1ccc(Cl)cn1 (stereo not given) | 2 | i | /
CCOC(=O)c1sc(NC(=O)CCCCCN2C(=O)c3cccc4cccc(c34)C2=O)nc1C | 5 | i | /
COC(=O)[C@]1(C)N[C@H](CN(C)C(C)=O)[C@@H]2C(=O)N(C)C(=O)[C@@H]21 | 3 | i | /
Clc1nnc2c3ccccc3ccn12 | 24 | i | /
O=S(=O)(/C(=C\c1ccc(C(F)(F)F)cc1)c1nc2ccccc2[nH]1)c1ccccc1 | -1 | i | /
Cc1cc(N)cc(C)c1-c1c(Br)cc(N)cc1Br | 8 | i | /
CC(=O)Nc1ccc(C(=O)COC(=O)C2CC2)c(F)c1 | 5 | i | /
C=CCN1C=C(C(=O)c2ccccc2)C(=O)CC1 | -2 | i | /
Cc1sc2nc(CSCC(=O)N3CC(C)OC(C)C3)[nH]c(=O)c2c1C (stereo not given) | -16 | i | /
CCCCC(CC)CN1CN(CC(CC)CCCC)CC(C)(N)C1 (stereo not given) | -8 | i | /
Nc1nnc(SCC(=O)NNC(=O)c2ccccc2F)s1 | -2 | i | /
O=C(O)CSc1nc2ccc(Br)cc2[nH]1 | 14 | i | /
COc1ccc(S(=O)(=O)N(C)C)cc1NC(=O)C1CCN(c2ncnc3sc(C)c(C)c23)CC1 | 6 | i | /
Oc1c(Cl)cc(Cl)c(Cl)c1CN1CCOCC1 | -2 | i | /
CC1(C2CCC3(C)OC3C2)CO1 (stereo not given) | 2 | i | /
Cc1cccc(NC(=O)CN(C)C(=O)c2ccc3ccccc3n2)c1C | 21 | i | /
O=C1C2C3C=CC(O3)C2C(=O)N1N=C1CCCCC1 (stereo not given) | -3 | i | /
O=C(NCC(=O)N1CCN(S(=O)(=O)c2c(F)cccc2F)CC1)c1ccccc1F | -1 | i | /
COc1ccccc1C(CNC(=O)CN1C(=O)NC(C)(c2ccc3ccccc3c2)C1=O)N1CCCC1 (stereo not given) | -1 | i | /
CC1(C)COC(c2cc3c(cc2Br)OCO3)OC1 | -1 | i | /
Cc1cn(CC(=O)NCc2ccccc2)c(=O)[nH]c1=O | -2 | i | /
Cc1cc(C(=O)NCC2CCCO2)sc1C (stereo not given) | -1 | i | /
Clc1ncnc2[nH]ccc12 | -4 | i | /
CN(CC(=O)Nc1c(Cl)cccc1Cl)C(=O)Cc1ccsc1 | -2 | i | 1
C=CC[C@H](CC(=O)NCCO)C(=O)N[C@@H](COC(=O)[C@@H](CC=C)Cc1ccc(F)cc1)Cc1c[nH]c2ccccc12 | 8 | i | 4

Other records:
SMILES | Dyrk1A ADPGlo | KCNK3 inh | GSK3A inh
CCN1C(=O)[C@H]2[C@@H](c3ccc(-c4cc(C(C)=O)cs4)cc3)N3CCCC[C@@]3(C(=O)OC)[C@H]2C1=O | 4 | i | 0
CCOC(=O)CSc1nnc(CNC(=O)c2ccc(OC)cc2)n1-c1ccc(OC)cc1 | 2 | i | -1
CCN(CC(=O)Nc1ccc(NC(C)=O)cc1)C(=O)CCCc1c[nH]c2ccccc12 | -3 | i | -1
Cc1c(Br)c(O)c(Br)c2sc(=O)oc12 | -1 | i | 9
C[C@@]12C(=O)N(Cc3ccco3)CC(=O)N1[C@H]1c3ccccc3OC[C@@H]1[C@@H]2c1ccccc1 | -1 | i | 0
C=CC[C@H](CC(=O)N(CCO)Cc1ccccc1)C(=O)N[C@@H](COC(=O)[C@H](CC=C)CC(=O)OC(C)(C)C)Cc1c[nH]c2ccccc12 | -7 | i | -4
COc1ccc(S(=O)(=O)N2CCCCC2)cc1NC(=O)CSc1nnc(C2CC2)n1C | 7 | i | 0
C=CC[C@@H](CC(=O)N[C@@H](CO)Cc1ccccc1)C(=O)N[C@H](COC(=O)[C@@H](CC=C)Cc1ccc(F)cc1)C(C)(C)C | 6 | i | -2
CCC1=C2CC[C@H]3C(=O)N(c4ccccc4)C(=O)[C@H]3[C@H]2[C@@]2(C)C(=NCC(=O)OC)OC(=O)N2C1=O | -1 | i | -1
Nc1c(C(=O)NC2CC2)sc2nc3c(c(-c4ccco4)c12)CC/C3=C/c1ccco1 | 2 | i | -4
CCOC(=O)[C@H]1[C@H]2COc3ccc(Cl)cc3[C@@H]2N2C(=O)c3cc(F)ccc3NC(=O)[C@@]12C | -5 | i | -3
O=C(Nc1cc(S(=O)(=O)Nc2ccccc2F)ccc1Cl)c1ccc(F)cc1F | 2 | i | -1
COc1ccc([C@H]2CC(=O)C=C(c3ccccc3OC)C2)cc1OC | -13 | i | 0
COC(=O)c1ccccc1-c1c2ccc(=N)cc-2oc2cc(N)ccc12 | 8 | i | 4
Cc1cc(C)n(CC(=O)NNC(=O)c2ccc(OC(F)(F)F)cc2)n1 | -34 | i | 0
CCN(CC)S(=O)(=O)c1ccc2[nH]cc(C(=O)NCCN3CCCCC3C)c(=O)c2c1 (stereo not given) | -3 | i | 0
C[C@@H](O)[C@H]1O[C@]2(C)CCC[C@H]1O2 | -11 | i | -3
CC(=O)Nc1ccc(S(=O)(=O)N(C)CC(=O)OC2CCCCC2=O)cc1 (stereo not given) | 2 | i | -1
CCOC(=O)CNC(=O)CN1CCCN(S(=O)(=O)c2ccc(Br)s2)CC1 | 12 | i | -3
Cc1cccc(-c2oc3ccc(-c4ccc5c(c4)OCO5)cc3c2C#Cc2cncn2C)c1 | 7 | i | -1
Cc1sc2nc(CSC(C)C(=O)Nc3ccccn3)[nH]c(=O)c2c1C (stereo not given) | -6 | i | 0
Cc1cc(C(=O)NNC(=O)c2ccccc2F)c2ccccc2n1 | -4 | i | -5
N#CC1(NC(=O)Cn2cc(C(F)(F)F)ccc2=O)CCCC1 | -1 | i | -2
Cc1cn(C2CC(OC(=O)C(C)C)C(CO)O2)c(=O)[nH]c1=O (stereo not given) | 0 | i | -3
Cc1ccc(C(=O)COC(=O)COc2ccccc2[N+](=O)[O-])s1 | -1 | i | 0
O=C(COC(=O)c1ccco1)NC1CCCc2ccccc21 (stereo not given) | 5 | i | -2
CCC(Oc1ccccc1)C(=O)N1CCN(S(=O)(=O)c2ccccc2)CC1 (stereo not given) | 1 | i | -4
COCCN1C(=O)N(c2cccc(C)c2)C(=O)C1CC(=O)Nc1ccc(F)cc1 (stereo not given) | 1 | i | 0
Cc1cnc(NC(=O)CCCNC(=O)c2ccc(Cl)cc2)s1 | -1 | i | 4
Cc1cccc(C(=O)NC(C)C(=O)NC(c2nc3ccccc3[nH]2)C(C)C)c1 (stereo not given) | -1 | i | -1

Other results.
SMILES | Dyrk1A ADPGlo | KCNK3 inh | GSK3A inh
Cc1ccc(C(=O)OC(C(=O)O)C(OC(=O)c2ccc(C)cc2)C(=O)O)cc1 (stereo not given) | -3 | i | 18
O=C1C=C(c2cc3ccccc3o2)C[C@@H](c2ccc(F)cc2)C1 | 6 | i | 1
CCN(C(=O)Cn1c(Cl)nc2c1c(=O)n(C)c(=O)n2C)C1CCCCC1 | 4 | i | 1
CC(=O)Nc1ccc(NC(=O)CSc2nnc(-c3ccc4c(c3)OCO4)o2)cc1 | 0 | i | 31
CC1CCCCC12NC(=O)N(CC(=O)N1CCN(c3ncccn3)CC1)C2=O (stereo not given) | 0 | i | -1
CCN(CC(=O)NNC(=O)c1ccccc1)Cc1ccc(OC)c(F)c1 | 3 | i | -3
O=C1OC[C@@H]2CCCN2C(=O)[C@@H](CC(=O)N(CCO)Cc2ccccc2)C/C=C\C[C@@H]1Cc1ccc(F)cc1 | 0 | i | 3
Cc1nc(NC(=O)COC(=O)C2CC3CCCC(C2)C3=O)c(Cl)cc1Cl (stereo not given) | -4 | i | 0
O=C(Nc1ccc(Cl)c(Cl)c1)Nc1nnc(-c2ccncc2)s1 | 4 | i | 1
C[C@H]1CN([C@@H](C)CO)C(=O)c2cccc(NC(=O)C3CC3)c2O[C@H]1CN(C)CC1CCCCC1 | -15 | i | 5
O=S(=O)(Nc1nc2ccccc2nc1N1CCc2ccccc2C1)c1ccc(Br)cc1 | 2 | i | 3
COc1ccc(CCN2CC(C(=O)OCC(=O)NC(C)c3cccc(Cl)c3)CC2=O)cc1OC (stereo not given) | 1 | i | -1
CN(C)c1ccc(S(=O)(=O)NCC(=O)OCC(=O)c2ccc[nH]2)cc1[N+](=O)[O-] | 3 | i | -2
COc1ccc(CN(C)CC(=O)NCC(=O)Nc2c(C)cccc2C)cc1 | -6 | i | 0
Cc1cccc(N2N=C(C(=O)Nc3ccc(Cl)c(S(=O)(=O)N4CCOCC4)c3)CCC2=O)c1 | -1 | i | 1
C[C@H](CO)N1C[C@H](C)[C@@H](CN(C)C(=O)NC2CCCCC2)Oc2ccc(NC(=O)Nc3ccccc3)cc2C1=O | 1 | i | 2
C[C@H](CO)N1C[C@H](C)[C@@H](CN(C)Cc2ccccc2)Oc2ccc(NC(=O)Cn3cnnn3)cc2C1=O | -3 | i | -2
Cc1ccc(-c2cc(C(=O)NCC(c3ccccc3)N(C)C)c3ccccc3n2)o1 (stereo not given) | -3 | i | 3
COc1ccccc1NS(=O)(=O)c1cc(N)ccc1N1CCOCC1 | -4 | i | -1
Cc1noc(NS(=O)(=O)c2ccc(NS(=O)(=O)c3ccc(Cl)cc3)cc2)c1C | 4 | i | 1
CC(C)(C)OC(=O)NCc1ccc(NC(=O)c2nc[nH]c2C(=O)NCCCNC(=O)c2[nH]cnc2C(=O)Nc2ccc(CNC(=O)OC(C)(C)C)cc2)cc1 | 5 | i | -2
Cc1cccnc1NC(=O)CCC(=O)c1cccs1 | 6 | i | 1
Cc1noc(C)c1NC(=O)N(C)C[C@@H]1Oc2ccc(NC(=O)CCC(F)(F)F)cc2CC(=O)N([C@@H](C)CO)C[C@@H]1C | -5 | i | -2
Cn1c(=O)oc2cc(S(=O)(=O)N3CCC(C(=O)NCC4COc5ccccc5O4)CC3)ccc21 (stereo not given) | 0 | i | -1
OCC[C@H]1C[C@H](O)[C@@H](O)[C@]2(CCCc3ccccc3O2)O1 | -1 | i | 2
Cc1cc(Br)ccc1NC(=O)CN1C(=O)C2CC=CCC2C1=O (stereo not given) | 7 | i | -3
CC(=O)Nc1cccc(C(=O)NNC(=O)c2ccc(-n3cnnn3)cc2)c1 | -2 | i | 0
CC1CCCC(NC(=O)c2ccc3c(c2)OCCO3)C1C (stereo not given) | 1 | i | 0
COc1ccc(C(=O)COC(=O)c2ccc([N+](=O)[O-])s2)cc1OC | 0 | i | 0
CCOc1ccc(NC(=O)CN(C)C(=O)CCC2CCCCC2)cc1OCC | 2 | i | -2

Fetched one by one from the entries so far:
SMILES | Dyrk1A ADPGlo | KCNK3 inh | GSK3A inh
Cc1cc(Br)ccc1NC(=O)CN1C(=O)C2CC=CCC2C1=O (stereo not given) | 7 | i | -3
CC(=O)Nc1ccc(NC(=O)CSc2nnc(-c3ccc4c(c3)OCO4)o2)cc1 | 0 | i | 31

Continuation:
molecule,Dyrk1A ADPGlo,KCNK3 inh,GSK3A inh
Cc1c(Cl)cccc1NC(=O)CSc1nnnn1C,-4,i,-1
COc1cc(/C=C/C(=O)N(C)CC(=O)Nc2ccccc2Br)cc2c1OCCO2,8,i,1
CCNc1cc2oc(=O)c(CN3CCOCC3)c(C)c2cc1C,6,i,-1
CC(C)(C)N(Cc1ccccc1)C(=O)COC(=O)c1ccc(S(=O)(=O)N2CCOCC2)cc1,1,i,2
Cc1cc(C)c2cc(C#N)c(N3CCCC3)nc2c1,6,i,7
COc1ccc(NC(C)=O)cc1NC(C)C(=O)Nc1ccc(S(=O)(=O)N2CCCCC2)cc1 (stereo not given),6,i,-1
COc1cccc(CN(C)C(=O)c2cc(S(=O)(=O)NC3CCCCC3)ccc2C)c1,-4,i,-2
Cc1cc(=O)c2c([nH]1)c(C)cc1[nH]c(C)c(C)c12,13,i,-47
Cc1ccc(C(=O)COC(=O)CCS(=O)(=O)c2ccccc2)cc1[N+](=O)[O-],1,i,5
O=C(COC(=O)c1cccs1)Nc1cccc(S(=O)(=O)N2CCCCC2)c1,-3,i,-1
c1ccc(-c2cn3nc(-c4ccccc4)cnc3n2)cc1,-6,i,1
Cc1ccc(Oc2cc(N3CCOCC3)nc(-c3ccccc3)n2)cc1,8,i,0
COc1ccc(C(=O)c2ccccc2O)c(O)c1,10,i,-3
CC1(C2CC2)NC(=O)N(CC(=O)Nc2ccc(C(F)(F)F)cc2)C1=O (stereo not given),-7,i,1
COc1ccc(-c2cn(CCC(=O)O)c(-c3ccc(Cl)nc3)n2)cc1,-1,i,0

Whole records from above. Screens in order: Dyrk1A ADPGlo, KCNK3 inh, GSK3A inh
CC(OC(=O)Cc1ccccc1F)C(=O)Nc1ccc(Cl)cn1 (stereo not given) is listed as 2, i, /
COc1cc(C)ccc1Oc1ccc([N+](=O)[O-])cc1 is listed as -2, i, /
COC(=O)c1sc(NC(=O)c2ccc3c(c2)OCO3)c(C#N)c1C is listed as 6, i, /
Cc1c(Br)c(O)c(Br)c2sc(=O)oc12 is listed as -1, i, 9
CCC1=C2CC[C@H]3C(=O)N(c4ccccc4)C(=O)[C@H]3[C@H]2[C@@]2(C)C(=NCC(=O)OC)OC(=O)N2C1=O is listed as -1, i, -1
